Source: PubChem BioAssay (National Center for Advancing Translational Sciences (NCATS))
HepG2 viability: kills HepG2 cells in TGF-b inhibitor counter-screen. HepG2 CAGA-GFP viability, ATP luminescence, 18 h. Potency, µM (top dose mostly 46.1 µM), for the others: at the top dose activity change, negative = cytotoxicity, usual class: cytotoxic. 0.76% of 410,000 active. AID 588856; note: potency is the fitted concentration of half-maximal effect; some results filed as inactive show a strong effect at the top dose
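HepG2 CAGA-GFP cells (1000/well, DMEM with 1% FBS) received compound, then TGF-beta at 500 pg/mL final, and were incubated 18 hours at 37 degrees C. Viability was read by CellTiter-Glo luminescence. Media-only wells were set as complete cell-killing and DMSO as no toxicity.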
Nrf2 ARE act: activates Nrf2 signaling | AREc32 ARE-luciferase reporter (MCF7-derived line), luminescence, 24 h | Potency, µM (top dose mostly 46.1 µM), without a hit: top-dose activation, actives largely listed as activators | 0.31% of 410,000 active | AID 624171; note: potency is the fitted concentration of half-maximal effect; % of control where 0% means no effect; nearly all actives have a fitted effect of over 65% in size
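Nrf2 activation is followed as ARE-luciferase induction in the AREc32 line after one day of compound treatment; luminescence is read with Steady-Glo.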
Nrf2 block: Nrf2 pathway inhibition. A549 ARE-Fluc reporter, luciferase luminescence, 18-24 h. Potency, µM (top dose mostly 46 µM), for the others: top-dose activity change, negative = inhibition, usual class: inhibitors. 2.1% of 360,000 active; note: potency is the fitted concentration of half-maximal effect; % is set by controls: 0 for no effect and ±100 for the full control effect; nearly all actives have a fitted effect of over 60% in size
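Nrf2 function is reported as luminescence of an ARE-controlled luciferase in A549 cells. Compounds were tested at several concentrations, and a CellTiter-Fluor read on the same wells flagged cytotoxicity.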
Abeta rescue: A-beta toxicity reversal in yeast. yeast expressing A-beta42, growth rescue, OD600, 48 h; response scale: 0% DMSO, 100% iron-clioquinol control. Potency, µM (highest dose often 46.1 µM), without a hit: top-dose growth rescue, usual class: activators. 0.063% of 410,000 active; note: potency is the fitted concentration of half-maximal effect; nearly all actives have a fitted effect of over 55% in size
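Growth rescue measured by 600 nm absorbance after 48 h yeast culture at 30 C with compound. Values normalized between DMSO and an equimolar ferric chloride plus clioquinol control.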
Akt phos inh: blocks phosphorylation of Akt; Neuro2A IGF-stimulated pAkt S473 HTRF, 20 min; hits give low values; activity change, % for hits at 50 µM; 0.32% of 360,000 active; AID 651550; in the data active = activity change below about -80%; inconclusive = mostly about -51% to -80%; note: % is set by controls: 0 for no effect and ±100 for the full control effect
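Neuro2A cells (4,500/well, DMEM with 0.5% FBS) were treated with compound at a single 50 µM final concentration, stimulated with 6 nM IGF for 20 min at 37 °C, and lysed. Phospho-Akt Ser473 was read by HTRF as 665/615 ratio ×10^4.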
CCT modulator: cytosolic chaperonin activity modulation; purified chaperonin ATPase assay, HTRF ADP detection, 30 min; activity change, % (test concentration not listed), hits read low; 0.3% of 360,000 active; AID 651819; in the data active = activity change below about -30%; note: % is set by controls: 0 for no effect and ±100 for the full control effect
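Nucleotide hydrolysis assay: TRiC at 20–40 nM final (set by batch activity) with 10 uM ATP, 30 min at 37 °C, in presence of 76 uM compound. Detection by competitive ADP HTRF, 30 min ambient.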
Mm-Cpn inhibitor: M. maripaludis TRiC chaperonin inhibition | purified Mm-Cpn ATPase, ADP Transcreener TR-FRET | Potency, µM (series often up to 76.9 µM), without a hit: at the top dose activity, negative = inhibition, actives largely listed as inhibitors | 0.031% of 330,000 active; note: potency is the fitted concentration of half-maximal effect; % is set by controls: 0 for no effect and ±100 for the full control effect; nearly all actives have a fitted effect of over 80% in size
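ATP (10 uM final) was added to archaeal chaperonin (25 nM final) after 10 min exposure to test compound at 37°C; after 30 min further incubation, ADP was detected by competitive TR-FRET.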
TGFb inhibitor: TGF-b pathway inhibition; HepG2 CAGA-GFP TGF-b/SMAD3 reporter, GFP fluorescence, 18 h; TGF-beta stimulated, 500 pg/mL final; Potency, µM (titrated, usually from 46.1 µM), for inactives: at the highest dose activity, negative = inhibition, most hits filed as inhibitors; 1.2% of 410,000 active; note: potency is the fitted concentration of half-maximal effect; % is set by controls: 0 for no effect and ±100 for the full control effect; nearly all actives have a fitted effect of over 65% in size
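HEPG2 CAGA-GFP cells (1000/well, DMEM with 1% FBS) were pre-incubated 2 h at 37 degrees C, given compound by pin tool, then stimulated with TGF-beta at 500 pg/mL final for 18 h before per-cell GFP fluorescence imaging.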
A549 viability: A549 cytotoxicity, counter-screen for Nrf2 inhibitors; A549 ARE-Fluc cells, CellTiter-Fluor viability, 18-24 h; Potency, µM (doses to about 46 µM), inactives show top-dose activity change, negative = cytotoxicity, most hits filed as inhibitors; 0.16% of 390,000 active; note: potency is the fitted concentration of half-maximal effect; % is set by controls: 0 for no effect and ±100 for the full control effect
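A549 ARE_Fluc cells in 5% FBS OPTI-MEM were exposed to compounds in concentration-response for 18-24 h at 37 deg C. Viability was read by CellTiter-Fluor fluorescence (Ex 405/Em 525) after 30 min, before the luciferase read.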
Numbers without * were called inactive; i = inactive; ? = inconclusive; nt = no result given; & = joins results of further samples; [ ] = dose if it differs, or a comment. Unless noted, calls come from the whole dose curve; as a rule, active = well fitted curve in the direction sought with a large enough effect; inconclusive = small, poorly fitted or top-dose-only effect, or another doubt; inactive = no such curve, though single readings can be large; an effect the other way counts as inactive or inconclusive.

molecule | Akt phos inh | CCT modulator | Mm-Cpn inhibitor | Nrf2 block | TGFb inhibitor | HepG2 viability | Nrf2 ARE act | Abeta rescue | A549 viability
NC(=O)NCC(=O)N1CCC(C(O)(c2ccccc2)c2ccccc2)CC1 | i | -0.9 | 1% | 0% | 23% | 19% | 0.2% | -5% | -7%
COc1ccc(-c2cc(C(F)(F)F)nc(S(=O)(=O)CCCC(=O)Nc3cccnc3Cl)n2)cc1OC | i | 1.4 | -7% | -8% | ? | -2% | ? | -22% | -3%
CN(C)c1ccc(S(=O)(=O)N2CCCCC2)cc1NC(=O)CN1C(=O)NC(C)(c2ccccc2)C1=O (stereo not given) | i | -3.7 | 2% | -18% | -7% | 4% | -0.7% | 9% | 8%
CSc1ccccc1NC(=O)c1ccc(N2CC3CC(C2)c2cccc(=O)n2C3)c(NC(=O)c2ccncc2)c1 (stereo not given) | i | -1.9 | 0% | -21% | 0% | -2% | 0.4% | 5% | -2%
Cc1ccc(SCCN2CCN(CC(C)C)CCC2=O)cc1 | i | -0.3 | 2% | ? | ? | -25%&-1% | 4.4% | -7% | 3%&1%
O=C(NCCCN1CCN(c2ccc(F)cc2)CC1)C1COc2ccccc2C1 (stereo not given) | nt | nt | nt | nt | ? | -33% | -0.5% | -12% | 3%
COc1ccc(NC(=O)C(C)N2Cc3ccccc3C2=O)cc1OC (stereo not given) | nt | nt | nt | 25% | 23% | 1% | -0.4% | -14% | -4%
CCn1cc(/C=C2\SC(=O)N(CC(=O)Nc3ccc4c(c3)OCO4)C2=O)c2ccccc21 | i | -0.1 | 1% | 5% | 0% | -11% | -0.9% | 4% | 0%
Cc1ccc(S(=O)(=O)N(C)CCCC(=O)Nc2cc(C)ccc2C)cc1 | i | -1.3 | -1% | -20% | -13% | -18% | 0.3% | 14% | 1%
CCOc1ccc(C(=O)Nc2ccc(-n3nncc3-c3ccc(OC)cc3)cc2)cc1 | nt | nt | nt | nt | 4% | -8% | 0.0% | 18% | -15%
OCC1(CCc2ccccc2)CCN(Cc2cccn2-c2cccnc2)CC1 | i | 0.8 | -4% | ? | 0% | -14% | 0.1% | -18% | 2%
COC(=O)c1cc(NC(=S)NCc2ccc(Cl)cc2)cc(C(=O)OC)c1 | i | -3.0 | -1% | -29% | ? | -21% | 0.8% | -4% | -5%
CN(C)c1cccc(C(=O)OCC(=O)N(C)c2ccccc2)c1 | i | 0.0 | 0% | 11% | 3% | 2% | -0.5% | -14% | -16%
O=C(CN(Cc1ccc(F)cc1)C(=O)CNS(=O)(=O)c1ccc(F)cc1)NCc1ccco1 | i | -1.6 | 3% | 2% | 3% | 2% | 0.6% | 3% | 0%
Cc1cccc(C)c1NC(=O)CNC(=O)CCC(=O)N1CCOCC1 | i | -0.8 | 3% | 13% | -26% | 6% | -0.1% | 6% | 4%
COc1ccc(CCNC(=O)c2cc3c(=O)n4ccccc4nc3n(CCN3CCOCC3)c2=N)cc1 | i | -0.2 | 3% | 14% | -6% | -3% | 2.1% | -3% | -20%
O=C(CSc1nnc(C2CC2)n1-c1ccccc1)NCc1ccco1 | i | -0.3 | 2% | 6% | 1% | -23% | 3.2% | 12% | -1%
CC(=O)N1CCN(C(=O)CCN(c2ccccc2)S(=O)(=O)c2ccc(C)cc2)CC1 | i | 0.2 | 2% | -19% | 5% | 3% | -0.2% | 2% | 3%
CC(=O)Nc1nc2ccccc2n1Cc1ccccc1Cl | i | -3.4 | -2% | ? | ? | -31% | 7.6% | 2% | -20%
C=CCc1cccc(/C=N/NC(=O)CNc2cccc3ccccc23)c1O | i | -2.5 | 1% | -1% | ? | -100% | -0.7% | ? | 0%
COc1ccc(NC(=O)CSc2nc3ccccc3nc2Cc2ccc(C)cc2)cc1Cl | nt | nt | nt | nt | ? | -11% | 0.3% | -12% | 3%
CC(C)CC(NC(=O)C1CCC(C)CC1)C(=O)OCC(=O)c1ccc(Cl)cc1 (stereo not given) | nt | nt | nt | 4% | 8% | -5% | -1.2% | -10% | 8%
COc1cc2c(cc1OC)C1=C(C#N)CCC(=O)N1CC2 | i | -1.3 | -2% | -23% | 23% | -18% | -0.2% | -11% | -5%
O=S(=O)(c1ccc(-n2cnnn2)cc1)N1CCN(c2cccc(C(F)(F)F)c2)CC1 | nt | nt | nt | 24% | -25% | -2% | -0.5% | 1% | 1%
CS(=O)(=O)N1CCC(C(=O)c2cccc(Cl)c2)CC1 | i | -0.6 | 0% | 6% | 8% | -3% | -0.1% | -14% | -6%
Cc1ccc(-c2nn(-c3ccccc3Cl)cc2C(=O)NCC2CCCO2)cc1 (stereo not given) | i | -0.5 | -3% | -9% | -9% | -1% | -0.8% | -12% | -2%
Cc1ccc(S(=O)(=O)N2CCN(C(=O)CSc3nc(N)cc(=O)[nH]3)CC2)c(C)c1 | i | -12 | -2% | 1% | -11% | 12% | 0.0% | 6% | -5%
CC(C)(C)NC(=O)Cn1c(SCC(=O)NC2CC2)nc2ccccc21 | i | -0.8 | 3% | -17% | 5% | 12% | 0.4% | -6% | -2%
COc1ccc(Nc2nc(C(F)(F)F)nc(C)c2C#N)cc1 | i | 0.3 | 2% | -17% | 12% | -18% | 5.0% | -12% | 7%
CCOC(=O)c1c(-c2ccc(F)cc2)csc1NC(=O)C1CCCO1 (stereo not given) | i | 2.5 | 2% | -4% | -9% | 1% | -0.1% | 5% | -1%
O=S(=O)(NCc1ccc(F)cc1)c1ccc2c(c1)OCCO2 | i | -0.9 | 0% | 11% | 1% | -23% | 0.0% | -7% | 0%
CCn1c(SCC(=O)N2CCN(c3ccccc3)CC2)nc2c(c1=O)SC(C)C2 (stereo not given) | i | 1.0 | 1% | ? | -16% | -20% | -0.6% | -41%[inhibitor] | 0%
O=C(Nc1nc(-c2cccc3ccccc23)cs1)c1cnccn1 | i | 0.4 | 3% | -10% | -23% | -28% | 0.2% | 3% | 0%
C=CCSc1nc2ccccc2c(=O)n1C1CCOC(C)(C)C1 (stereo not given) | i | -1.7 | -2% | -14% | 0% | 8% | -0.3% | -13% | -4%
Cc1cc(C)cc(NC(=O)Nc2ccc3nc(N4CCN(C)CC4)cc(C)c3c2)c1 | nt | nt | nt | -3% | 43%[activator] | -27% | 0.6% | -22% | ?
S=c1[nH]c(-c2ccccc2)cn1/N=C/c1ccc(Br)cc1 | i | -0.7 | -4% | 4% | 15% | -5% | 3.4% | ? | 2%
COc1cccc(CN2C(=O)[C@@H]3Cc4c([nH]c5ccccc45)C(C)(C)N3C2=O)c1 | nt | nt | nt | ? | ? | -43% | -0.3% | 10µM* | -4%
Cc1cc(C(=O)CCl)c(C)n1Cc1ccco1 | i | -0.4 | 0% | ? | ? | -26% | ? | -12% | -17%
COc1ccc2[nH]cc(CCNC(=O)C3CCCNC3=O)c2c1 (stereo not given) | i | -2.7 | 3% | -1% | 0% | -3% | -0.8% | -5% | -11%
Cc1ccc(N2C(=O)[C@@H]3[C@H](C2=O)[C@H]2C=C(C(=O)c4ccccc4)C=CN2[C@@H]3C(=O)c2ccc(Cl)cc2)cc1 | i | 0.4 | -1% | 7% | -14% | -10% | 2.6% | -12% | 4%
CCn1c(=O)c2cc(S(=O)(=O)NCc3ccccc3)ccc2n(CC)c1=O | i | -3.1 | 2% | -12% | 1% | -11% | -0.5% | 12% | -15%
O=C(NCc1ccco1)Nc1ccc(OC(F)(F)F)cc1 | i | 1.3 | -1% | 19% | 6% | -17% | 11% | -7% | 0%
Cc1ccc2c(c1)sc[n+]2Cc1ccccc1 | i | -0.3 | 0% | nt | -11% | -37% | 12% | 24% | 1%
CCOC(=O)c1cccc(NC(=O)CCNS(=O)(=O)c2ccc3c(c2)CCN3C(=O)CC)c1 | i | -3.1 | 0% | -7% | 4% | 4% | 0.0% | 16% | -1%
CCN(CC)S(=O)(=O)c1ccc(/C=C/C(=O)OCC(=O)Nc2cccnc2Cl)cc1 | i | 0.7 | -1% | 12% | -18% | 10% | -0.4% | 9% | 0%
Clc1ccc(N=c2ssnc2Cl)nc1 | i | -0.9 | 0% | 6% | 19% | 4% | -0.6% | -73%[inhibitor] | 0%
Cc1cccc(Oc2ccccc2NC(=O)CN2C(=O)NC3(CCCC3)C2=O)c1 | i | -1.3 | -30% | -7% | -5% | -6% | -0.2% | 3% | -1%
